Assay outcomes from PubChem BioAssay.
ALOX12 inh: blocks human arachidonate 12S-lipoxygenase | P18054 | purified 12hLO, xylenol orange hydroperoxide absorbance | Potency, µM (top dose mostly 108 µM), for the others: top-dose activity change, negative = inhibition, most hits filed as inhibitors | actives 1.1% (n = 580,000); note: potency is the fitted concentration of half-maximal effect; % is set by controls: 0 for no effect and ±100 for the full control effect
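Purified human 12hLO (150 nM final) in 25 mM Hepes, 0.01% Triton X-100, pH 7.0 was preincubated 15 min at room temperature with compound. Then 40 uM arachidonic acid was added, 30 min. Hydroperoxide was read by Fe-XO absorbance ratio 573/405 nm.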
POLB inh: inhibitors of human DNA polymerase beta; P06746; Pol beta primer extension/strand displacement, fluorescence kinetic; Potency, µM (series often up to 114 µM), for the others: top-dose activity change, negative = inhibition, most hits filed as inhibitors; actives 1.3% (n = 340,000); AID 485314; note: potency is the fitted concentration of half-maximal effect; % is set by controls: 0 for no effect and ±100 for the full control effect
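Enzyme-only controls used 10 nM Pol beta; buffer lacking enzyme served as negative control. Compound preincubated 15 min, then 50 nM substrate added; 0 and 10 min reads at room temperature.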
Apoferritin bind: binds horse apoferritin like a general anesthetic. P02791. apoferritin/1-aminoanthracene competitive binding, fluorescence. Potency, µM (doses to about 77.5 µM), inactives show at the top dose activity change, negative = displacement, most hits filed as inhibitors. actives 0.074% (n = 350,000). AID 485281; note: potency is the fitted concentration of half-maximal effect; % is set by controls: 0 for no effect and ±100 for the full control effect; nearly all actives have a fitted effect of over 20% in size
Target sequence (P02791 2-175 limits assumed): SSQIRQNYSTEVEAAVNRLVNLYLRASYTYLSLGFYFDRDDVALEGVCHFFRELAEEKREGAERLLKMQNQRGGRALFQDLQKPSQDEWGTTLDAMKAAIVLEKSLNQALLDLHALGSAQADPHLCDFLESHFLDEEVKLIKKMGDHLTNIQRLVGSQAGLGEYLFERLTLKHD
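Probe: 1-aminoanthracene (50% saturated, PBS). Protein: horse-spleen apoferritin, 10 uM. Incubation: 10 min, room temperature. Detection: 380 nm excitation, 535 nm emission. Analysis: normalized response, four-parameter Hill.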
APE1 inh: APE1 (human) endonuclease inhibition; actives 0.35% (n = 350,000); recombinant APE1, TAMRA/BHQ-2 abasic DNA cleavage fluorescence; P27695; Potency, µM (top dose mostly 65.8 µM), for the others: top-dose activity change, negative = inhibition, actives largely listed as inhibitors; AID 2517;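 note: potency is the fitted concentration of half-maximal effect; plate controls were vehicle for no effect and reference inhibitor for full effect; nearly all actives have a fitted effect of over 55% in size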
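Substrate: short duplex with […] THF abasic site, 5'-TAMRA and 3'-BHQ-2, 50 nM final. APE1 at 0.75 nM, preincubated 15 min RT with compound. Fluorescence increase from first to third read measured activity.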
RGS4 inh: inhibitors of human regulator of G protein signaling 4; actives 0.039% (n = 390,000); Transcreener GDP fluorescence polarization, RGS4-accelerated GTP hydrolysis; Potency, µM (highest dose often 114 µM), for the others: at the top dose activity change, negative = inhibition, hits mostly inhibitors; AID 504845; P49798; note: potency is the fitted concentration of half-maximal effect; % is set by controls: 0 for no effect and ±100 for the full control effect; nearly all actives have a fitted effect of over 75% in size; some results filed as inactive show a strong effect at the top dose
Target sequence (P49798 whole entry, looked up): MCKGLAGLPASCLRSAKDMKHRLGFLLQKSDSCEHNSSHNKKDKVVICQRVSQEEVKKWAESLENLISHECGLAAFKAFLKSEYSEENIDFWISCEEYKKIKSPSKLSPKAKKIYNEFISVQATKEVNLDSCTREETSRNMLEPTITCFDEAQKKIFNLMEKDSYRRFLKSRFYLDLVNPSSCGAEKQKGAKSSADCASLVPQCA
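MLSMR compounds (23 nl, pin-transferred) preincubated 10 min at room temperature with a 500nM (2x) first reagent, then RGS4 at 900nM (2x) plus Transcreener GDP mix added; fluorescence polarization (620/688 nm) read before and after 90 min at 30 °C.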
LDHA block: inhibitors of human lactate dehydrogenase A; purified LDHA, NADH/diaphorase-resazurin fluorescence; hits give low values; actives 0.15% (n = 480,000); activity change, % (values are at about 110 or 230 µM); in the data active = activity change below about -30%; inconclusive = mostly about -25% to -30%;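 note: plate controls were DMSO wells for no effect and wells without enzyme for full effect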
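Enzyme activity of human lactate dehydrogenase 5 (2 nM; 0.06 mM NADH, 0.2 mM pyruvate, 5 min, RT) is measured via a resazurin/diaphorase fluorescence readout of residual NADH.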
Pol eta inh: inhibitors of human DNA polymerase eta; Q9Y253; recombinant Pol eta, fluorescent DNA replication assay; Potency, µM (titrated, usually from 114 µM), without a hit: top-dose activity change, negative = inhibition, most hits filed as inhibitors; actives 1.2% (n = 390,000); note: potency is the fitted concentration of half-maximal effect; % is set by controls: 0 for no effect and ±100 for the full control effect
Target sequence (Q9Y253 whole entry, looked up): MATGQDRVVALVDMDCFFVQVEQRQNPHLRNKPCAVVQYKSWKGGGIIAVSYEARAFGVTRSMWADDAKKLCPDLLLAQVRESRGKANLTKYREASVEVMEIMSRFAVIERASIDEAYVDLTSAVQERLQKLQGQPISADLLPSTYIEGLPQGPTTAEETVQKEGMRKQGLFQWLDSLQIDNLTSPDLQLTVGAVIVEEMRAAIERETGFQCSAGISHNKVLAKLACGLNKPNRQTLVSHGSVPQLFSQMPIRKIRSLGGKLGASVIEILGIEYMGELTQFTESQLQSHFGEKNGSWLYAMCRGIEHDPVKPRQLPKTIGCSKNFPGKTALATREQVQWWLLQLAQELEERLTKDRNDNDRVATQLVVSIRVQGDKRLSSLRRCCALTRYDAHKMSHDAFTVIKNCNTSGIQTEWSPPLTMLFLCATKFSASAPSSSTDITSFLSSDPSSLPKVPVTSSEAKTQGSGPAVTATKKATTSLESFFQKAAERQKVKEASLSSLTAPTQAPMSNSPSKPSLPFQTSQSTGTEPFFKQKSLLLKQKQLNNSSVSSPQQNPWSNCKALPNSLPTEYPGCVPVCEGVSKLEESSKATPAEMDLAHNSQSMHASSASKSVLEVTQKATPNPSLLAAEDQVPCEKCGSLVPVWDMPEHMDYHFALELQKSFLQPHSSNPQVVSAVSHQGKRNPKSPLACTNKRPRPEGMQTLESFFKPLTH
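Pol eta at 10 nM preincubated with compounds 15 min at room temperature; reaction started with fluorescent substrate (50 nM final) and read kinetically at 0 and 10 min.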
Pol kappa inh: inhibitors of human DNA polymerase kappa; Q9UBT6; purified Pol kappa, fluorescent DNA synthesis assay, 10 min; Potency, µM (titrated, usually from 107 µM), without a hit: at the highest dose activity, negative = inhibition, most hits filed as inhibitors; actives 0.53% (n = 400,000); AID 588579; note: potency is the fitted concentration of half-maximal effect; % is set by controls: 0 for no effect and ±100 for the full control effect
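Activity was followed as the change in fluorescence between reads at 0 and 10 min after starting the reaction with 50 nM substrate. Beforehand, 10 nM polymerase had been preincubated with compound for 15 min at room temperature.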
ERG Ets-DNA blk: blocks human ERG Ets domain binding to DNA. Potency, µM (titrated, usually from 76.9 µM), without a hit: at the top dose FP activity, negative = inhibition, usual class: inhibitors. AID 624246. actives 0.028% (n = 370,000). fluorescence polarization, His-ERG Ets domain / labelled DNA; active = well fitted inhibition curve with a large enough effect in the polarisation, with a control signal flat; inconclusive = small, poorly fitted or top-dose-only effect, or effect the other way, or a change in a side signal; inactive = no such curve, though single readings can be large or run the other way; the % refers to the polarisation;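 note: polarization taken with two DNA probes labelled with fluorescein and Texas red; potency is the fitted concentration of half-maximal effect; % of control where 0% means no effect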
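His-tagged ERG Ets domain (1 uM in the protein solution; 300mM KCl, 50mM Tris-HCl, 1mM EDTA, 1mM DTT, pH 7.5) received compound, then a probe mix of 5 nM fluorescein-DNA and 100nM Texas-615-DNA. Fluorescence polarization was read for both dyes.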
An asterisk follows results filed as active; ? = inconclusive; / = not tested or not shown; & = joins results of further samples; [ ] = another dose, or the depositor's remark. Unless noted, calls come from the whole dose curve; as a rule, active = well fitted curve in the direction sought with a large enough effect; inconclusive = small, poorly fitted or top-dose-only effect, or another doubt; inactive = no such curve, though single readings can be large; an effect the other way counts as inactive or inconclusive. An excerpt. The share of hits here may be higher or lower than overall.

| mol | ALOX12 inh | POLB inh | Apoferritin bind | APE1 inh | RGS4 inh | LDHA block | Pol eta inh | Pol kappa inh | ERG Ets-DNA blk |
| --- | --- | --- | --- | --- | --- | --- | --- | --- | --- |
| C=CCOc1ccc(C2C(C(=O)c3ccc(C)o3)=C(O)C(=O)N2Cc2cccnc2)cc1 (centres undefined) | ? | 28% | -1% | -12% | -15% | 2 | 15% | 0% | 1% |
| NC(=O)c1ccc[n+](Cc2ccc(-c3ccccc3)cc2)c1 | ? | -3% | -10% | 29% | -8% | -4 | -16% | -6% | -6% |
| CN(C(=O)CCN1C(=O)S/C(=C\c2ccccc2)C1=O)C1CCS(=O)(=O)C1 (centres undefined) | 8% | 31% | -6% | -3% | -22% | -15 | -22% | -18% | -10% |
| Cc1cccc(CCNC(=O)CN(c2ccc(C(C)C)cc2)S(=O)(=O)c2c(C)nn(C)c2C)c1 | -3% | -1% | -18% | / | 16% | -1 | -10% | -9% | 1% |
| COC(=O)c1cc(S(=O)(=O)Nc2cccc(OC)c2)cn1C | -20% | -18% | -19% | 5% | -21% | -1 | -22% | -1% | 6% |
| COc1ccc(NC(=O)C2CC(=O)N(c3ccccc3Cl)C2)c(OC)c1 (centres undefined) | -12% | 4% | -6% | 14% | 9% | -5 | -10% | -6% | 14% |
| O=C(Cn1c(=O)cnc2ccccc21)Nc1cc(Cl)ccc1N1CCOCC1 | -23% | / | / | 0% | -28% | 7 | ? | -7% | 17% |
| CCN(CC(=O)Nc1ccc(NC(C)=O)cc1)C(=O)c1cccc(Oc2ccccc2)c1 | -3% | / | / | -10% | 16% | -9 | -13% | -9% | -10% |
| COc1ccc(-c2cc(C(=O)Nc3ccc(S(=O)(=O)Nc4ncccn4)cc3)c3ccccc3n2)cc1 | 0% | 23% | 1% | -1% | 25% | -21 | -1% | -7% | -12% |
| COc1ccccc1C(=O)Nc1cccc(Oc2c(F)c(F)c(F)c(F)c2F)c1 | 9% | -4% | 4% | 1% | -21% | 2 | -18% | -2% | 1% |
| O=C(Nc1ccccn1)c1ccco1 | 4% | 35% | -12% | -3% | -11% | -1 | -11% | -12% | / |
| Brc1ccc(C2Nc3cccc4cccc(c34)N2)cc1 | ? | / | / | / | ? | 2 | -9% | -23% | 7% |
| CC(C)(C)OC(=O)N1CCCC(C(=O)Nc2ccc(C(=O)N3CCOCC3)cc2)C1 (centres undefined) | 6% | / | / | 3% | -19% | -4 | -15% | 1% | 9% |
| Cc1ccc(C(=O)COC(=O)CN2C(=O)C3CC=CCC3C2=O)cc1[N+](=O)[O-] (centres undefined) | 0% | / | / | / | 18% | -2 | -9% | -2% | 2% |
| CCOc1cc(/C=N/NC(=S)Nc2ccccc2C(F)(F)F)ccc1OCC(=O)N1CCOCC1 | ? | 17% | -17% | 2% | -3% | -1 | -16% | -4% | -1% |
| Cc1cc(NC(=O)c2cc3n(n2)C(C(F)(F)F)CC(c2ccco2)N3)n(-c2ccccc2)n1 (centres undefined) | 0% | ? | -10% | -6% | -30% | -3 | -11% | 3% | -6% |
| COc1ccccc1NC(=O)/C(C#N)=C/c1c(C)nn(-c2ccc(F)cc2)c1Cl | -10% | 2% | -7% | 1% | 22% | -4 | 9% | -13% | 2% |
| Cc1onc(-c2c(Cl)cccc2Cl)c1C(=O)Nc1ccc(N2CCOCC2)cc1 | 15% | 4% | 4% | 14% | -18% | -3 | -7% | -7% | 3% |
| Cc1ccccc1NS(=O)(=O)c1ccc(C(=O)N2CCCC2)cc1 | -9% | / | / | 36% | 0% | -1 | 4% | -13% | / |
| Cc1ccc(S(=O)(=O)N[C@H](C(=O)OCC(=O)NC(=O)C2CCCCC2)C(C)C)cc1 | -7% | / | / | 11% | -24% | 3 | -28% | -13% | -2% |
| Cc1ccc(C(=O)CCC(=O)Nc2cccnc2)cc1C | 33%[activator] | -1% | -11% | -1% | 1% | -1 | -1% | -7% | -1% |
| CCOc1ccc(C(=O)OCC(=O)N2CCCC2)cc1OCC | -6% | 24% | -2% | 13% | -36% | -3 | -18% | 3% | -5% |
| CCC/C(O)=C1\C(=O)CC(c2ccccc2)CC1=NCCc1c(C)[nH]c2ccc(C)cc12 (centres undefined) | 28% | 2% | -9% | 1% | 9% | -6 | -19% | -21% | -8% |
| O=c1c2ccccc2oc2cc(NCCCN3CCOCC3)ccc12 | -1% | 5% | / | 22% | 2% | -1 | -24% | -15% | -8% |
| CC1=C(C(=O)OCCOC(C)C)C(c2cccc3ccccc23)NC(=O)N1 (centres undefined) | -29% | / | / | / | 18% | -10 | -8% | -9% | -18% |
| O=C(Nc1ccc2c(c1)ncn2C1CCCCC1)c1ccco1 | 0% | 16% | -16% | 16% | 20%[11.4 µM] | -1 | -7% | -3% | -4% |
| O=C(NC(=S)Nc1ccccc1Br)c1cccnc1 | -10% | -17% | -11% | 22% | -21% | -2 | -15% | -6% | 7% |
| CN(C)S(=O)(=O)c1cccc(NC(=O)COC(=O)c2cc(=O)c3ccccc3o2)c1 | 9%&0% | 6% | -13% | 1% | 34% | 4&-12 | 6% | 5% | -4% |
| CN1CCN(C(=O)c2cc3nc(-c4ccco4)cc(C(F)(F)F)n3n2)CC1 | -11% | -8% | -7% | 5% | -8% | -6 | -7% | -13% | -3% |
| Cc1ccc(S(=O)(=O)Oc2cc(N)c3c(n2)CCC3)cc1 | -11% | 4% | -4% | -1% | 15% | 2 | -7% | -19% | 15% |
| O=c1c2ccccc2n2c(-c3ccc(F)cc3)nnc2n1Cc1ccccc1 | -23% | -4% | 1% | -11% | -20% | -3 | -20% | -5% | -6% |
| O=C1CN(S(=O)(=O)c2ccccc2)CCN1S(=O)(=O)c1ccccc1 | -18% | 6% | 2% | 24% | -2% | -12 | -8% | -3% | 5% |
| Cc1cccc(C(=O)Nc2ccc(N3CCN(S(C)(=O)=O)CC3)cc2)c1 | -2% | 0% | -1% | 21% | -3% | 0 | -4% | -2% | 3% |
| CN(C)c1ccc(-n2cccc2/C=C2/SC(=Nc3ccc(F)cc3)NC2=O)cc1 | -2% | -3% | ? | -2% | 11% | -2 | 11% | -7%[60.1 µM] | / |
| CC(C)(C)c1ccc(C(=O)NCc2ccccc2)cc1 | 5% | 28% | -21% | 4% | 18% | -8 | -12% | -10% | 2% |
| COc1cccc2cc(-c3nc4sc(C(=O)Nc5ccc(F)cc5F)c(C)c4c(=O)[nH]3)c(=O)oc12 | -21% | -2% | 50%[activator] | / | 10% | -2 | -9% | -12%[60.1 µM] | -13% |
| CC(=O)c1cc(-c2ccccc2)n(CC(=O)Nc2cccc(C)c2C)c1C | -14% | 23% | -3% | -2% | 1% | -8 | -13% | -6% | -4% |
| COc1cc(OC)c(C(=O)Nc2ccc3ccccc3c2)cc1OC | / | -9% | -11% | -23% | -12% | -2 | -16% | -5% | -2% |
| Cc1n[nH]c(C)c1S(=O)(=O)N1CCN(S(=O)(=O)c2ccccc2C#N)CC1 | 43%[activator] | / | / | 10% | -7% | -2 | -17% | 2% | 6% |
| COc1cccc(/C(C)=N/Nc2ncc(Cl)cc2Cl)c1 | ? | -3% | -12% | 0% | -4% | 6 | -15% | -17% | -2% |
| Cc1oc2ncnc(N3CCCCC3)c2c1C(=O)N1CCN(c2cccc(C(F)(F)F)c2)CC1 | -29% | 0% | -6% | / | 14% | 5 | -11% | -9% | 3% |
| CCOc1ccc(C(C)=O)cc1Cc1c(O)nc(N)[nH]c1=O | -3% | 2% | -3% | 1% | / | / | / | / | / |
| O=C(N=Nc1c(O)[nH]c2ccccc12)c1ccccc1NS(=O)(=O)c1cccs1 | -7% | 26% | -14% | 8% | -7% | -3 | -15% | -29% | -2% |
| Cc1cc(C)c2nc(SCC(=O)NC(=O)c3cccn3C)cc(C)c2c1 | -19% | -25% | -14% | -6% | 0% | -2 | -5% | -9% | 13% |
| CC1CCCCN1C(=O)CCNC(=O)Cn1cnc2ccccc2c1=O (centres undefined) | -8% | 28% | -5% | 18% | -13% | -3 | -2% | -16% | 5% |
| Cc1nn(-c2ccc(N3CCCC3)nn2)c(C)c1CCC(=O)NCc1ccc(F)cc1 | -2% | 0% | -9% | / | -19% | -1 | -18% | 14% | -4% |

Entries above that contain a thiophene ring, fused or not (2):
| mol | ALOX12 inh | POLB inh | Apoferritin bind | APE1 inh | RGS4 inh | LDHA block | Pol eta inh | Pol kappa inh | ERG Ets-DNA blk |
| --- | --- | --- | --- | --- | --- | --- | --- | --- | --- |
| COc1cccc2cc(-c3nc4sc(C(=O)Nc5ccc(F)cc5F)c(C)c4c(=O)[nH]3)c(=O)oc12 | -21% | -2% | 50%[activator] | / | 10% | -2 | -9% | -12%[60.1 µM] | -13% |
| O=C(N=Nc1c(O)[nH]c2ccccc12)c1ccccc1NS(=O)(=O)c1cccs1 | -7% | 26% | -14% | 8% | -7% | -3 | -15% | -29% | -2% |

Some entries already given, reduced to RGS4 inh and Pol eta inh.
structure | RGS4 inh | Pol eta inh
Cc1cccc(C(=O)Nc2ccc(N3CCN(S(C)(=O)=O)CC3)cc2)c1 | -3% | -4%
CN(C)c1ccc(-n2cccc2/C=C2/SC(=Nc3ccc(F)cc3)NC2=O)cc1 | 11% | 11%
CC(C)(C)c1ccc(C(=O)NCc2ccccc2)cc1 | 18% | -12%
COc1cccc2cc(-c3nc4sc(C(=O)Nc5ccc(F)cc5F)c(C)c4c(=O)[nH]3)c(=O)oc12 | 10% | -9%
